Pol beta inh: DNA polymerase beta (human) inhibition. Pol beta primer extension/strand displacement, fluorescence kinetic. 340,000 tested, 1.3% active. Potency, µM (series often up to 114 µM), without a hit: at the top dose activity change, negative = inhibition, actives largely listed as inhibitors; also: % is scaled to controls: 0 for no effect and ±100 for the full control effect
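Enzyme-only controls used 10 nM Pol beta; buffer lacking enzyme served as negative control. Compound preincubated 15 min, then 50 nM substrate added; 0 and 10 min reads at room temperature.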
POLH inh: inhibitors of human DNA polymerase eta | Potency, µM (top dose mostly 114 µM), without a hit: at the top dose activity change, negative = inhibition, most hits filed as inhibitors | recombinant Pol eta, fluorescent DNA replication assay | 390,000 tested, 1.2% active | Q9Y253; also: % is scaled to controls: 0 for no effect and ±100 for the full control effect
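Pol eta at 10 nM preincubated with compounds 15 min at room temperature; reaction started with fluorescent substrate (50 nM final) and read kinetically at 0 and 10 min.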
Apoferritin bind: binds horse apoferritin like a general anesthetic; P02791; apoferritin/1-aminoanthracene competitive binding, fluorescence; Potency, µM (series often up to 77.5 µM), for inactives: at the highest dose activity change, negative = displacement, hits mostly inhibitors; 350,000 tested, 0.074% active; AID 485281; also: % is scaled to controls: 0 for no effect and ±100 for the full control effect; nearly all actives have a fitted effect of over 20% in size
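Probe: 1-aminoanthracene (50% saturated, PBS). Protein: horse-spleen apoferritin, 10 uM. Incubation: 10 min, room temperature. Detection: 380 nm excitation, 535 nm emission. Analysis: normalized response, four-parameter Hill.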
POLK inh: inhibitors of human DNA polymerase kappa | purified Pol kappa, fluorescent DNA synthesis assay, 10 min | Potency, µM (series often up to 107 µM), inactives show top-dose activity, negative = inhibition, hits mostly inhibitors | 400,000 tested, 0.53% active | Q9UBT6; also: % is scaled to controls: 0 for no effect and ±100 for the full control effect
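Activity was followed as the change in fluorescence between reads at 0 and 10 min after starting the reaction with 50 nM substrate. Beforehand, 10 nM polymerase had been preincubated with compound for 15 min at room temperature.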
BAZ2B block: blocks human BAZ2B. AlphaScreen BAZ2B-H3K14Ac peptide displacement. Potency, µM (titrated, usually from 114 µM), without a hit: at the top dose activity change, negative = inhibition, actives largely listed as inhibitors. 360,000 tested, 4.4% active. AID 504333; also: % is scaled to controls: 0 for no effect and ±100 for the full control effect; nearly all actives have a fitted effect of over 60% in size
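Inhibition is scored as reduced AlphaScreen emission. The BAZ2B/b-H3(5-23)K14Ac complex (50 nM each) in PBS pH 7.4, 0.01% Tween-20 meets compound (up to 110 uM) for 30 min at RT before bead addition.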
APEX1 inh: APE1 (human) endonuclease inhibition; P27695; recombinant APE1, TAMRA/BHQ-2 abasic DNA cleavage fluorescence; Potency, µM (titrated, usually from 65.8 µM), for the others: top-dose activity change, negative = inhibition, actives largely listed as inhibitors; 350,000 tested, 0.35% active;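 also: plate controls were vehicle for no effect and reference inhibitor for full effect; nearly all actives have a fitted effect of over 55% in size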
Target sequence (P27695 whole entry, looked up): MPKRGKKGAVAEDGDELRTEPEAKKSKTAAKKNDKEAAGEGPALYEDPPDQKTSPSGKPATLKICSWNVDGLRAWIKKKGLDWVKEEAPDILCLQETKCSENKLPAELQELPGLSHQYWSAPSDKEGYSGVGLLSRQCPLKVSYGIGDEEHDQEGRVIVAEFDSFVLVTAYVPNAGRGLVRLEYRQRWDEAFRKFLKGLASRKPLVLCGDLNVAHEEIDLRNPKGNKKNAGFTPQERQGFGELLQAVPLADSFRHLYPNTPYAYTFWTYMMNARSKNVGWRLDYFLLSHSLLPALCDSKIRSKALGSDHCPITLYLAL
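Enzyme (0.75 nM final) and test compound are incubated 15 min at room temperature before adding 50 nM quenched THF abasic-site duplex. Cleavage dequenches TAMRA, followed at 525/598 nm over three reads one minute apart.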
BLM helicase inh: blocks DNA unwinding by human BLM helicase. P54132. recombinant BLM DNA unwinding, fluorescence dequenching. Potency, µM (titrated, usually from 56.1 µM), without a hit: at the top dose activity change, negative = inhibition, most hits filed as inhibitors. 350,000 tested, 0.2% active. AID 2528;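 also: plate controls were vehicle for no effect and no enzyme for full effect; nearly all actives have a fitted effect of over 35% in size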
POLI inh: blocks human DNA polymerase iota activity; AID 588590; Potency, µM (highest dose often 115 µM), without a hit: top-dose activity, negative = inhibition, usual class: inhibitors; Pol iota fluorescent replication assay, 10 min; Q9UNA4; 390,000 tested, 1% active
Target sequence (Q9UNA4 whole entry, looked up): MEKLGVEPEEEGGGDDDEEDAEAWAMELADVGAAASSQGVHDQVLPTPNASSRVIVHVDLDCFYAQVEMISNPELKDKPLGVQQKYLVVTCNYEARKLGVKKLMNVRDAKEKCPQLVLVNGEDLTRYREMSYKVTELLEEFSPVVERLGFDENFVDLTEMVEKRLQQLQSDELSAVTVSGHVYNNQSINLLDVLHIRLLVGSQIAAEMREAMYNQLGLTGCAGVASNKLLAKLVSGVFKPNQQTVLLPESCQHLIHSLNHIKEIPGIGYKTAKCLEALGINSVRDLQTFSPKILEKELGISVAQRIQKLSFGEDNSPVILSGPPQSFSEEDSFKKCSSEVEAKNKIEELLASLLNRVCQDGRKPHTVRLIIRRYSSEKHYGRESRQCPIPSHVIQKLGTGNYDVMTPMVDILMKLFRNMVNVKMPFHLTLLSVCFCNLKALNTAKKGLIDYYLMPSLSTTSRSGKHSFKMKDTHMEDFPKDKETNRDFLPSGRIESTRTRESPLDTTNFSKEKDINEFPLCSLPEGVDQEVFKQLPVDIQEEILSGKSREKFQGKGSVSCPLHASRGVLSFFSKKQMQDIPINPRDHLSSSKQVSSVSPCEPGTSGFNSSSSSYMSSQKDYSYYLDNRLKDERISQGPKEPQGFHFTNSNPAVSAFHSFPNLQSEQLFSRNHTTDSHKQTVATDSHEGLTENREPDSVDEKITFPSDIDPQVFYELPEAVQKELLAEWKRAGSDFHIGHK
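Pol iota at 10 nM preincubated 15 min with compounds at room temperature; reaction started with fluorescent substrate, 50 nM final. Fluorescence read kinetically at 0 and 10 min; buffer-only wells as negative control.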
G9a inh: blocks human histone lysine methyltransferase G9a | 350,000 tested, 8.8% active | Q96KQ7 | G9a H3K9 monomethylation, AlphaScreen, 2 h | Potency, µM (highest dose often 102 µM), for the others: at the highest dose activity, negative = inhibition, actives largely listed as inhibitors | AID 504332; also: % is scaled to controls: 0 for no effect and ±100 for the full control effect; nearly all actives have a fitted effect of over 75% in size
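Readings reflect AlphaScreen signal from monomethyl-H3K9 antibody detection. HMT at 20 nM; substrate b-H3K9 500 nM; cofactor SAM 20 uM; 2 h RT reaction; compounds tested as titrations in qHTS with 15 min preincubation.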
Active calls of the source: *; ? = inconclusive; . = no result given; [ ] = remark or other dose. Calls follow the shape of the dose curve; as a rule, active = well fitted curve in the direction sought with a large enough effect; inconclusive = small, poorly fitted or top-dose-only effect, or another doubt; inactive = no such curve, though single readings can be large; an effect the other way counts as inactive or inconclusive. Potency is read from the fitted curve at half-maximal effect. An excerpt; rates above refer to the full screens.

smiles	APEX1 inh	G9a inh	POLI inh	POLH inh	POLK inh	BLM helicase inh	Apoferritin bind	Pol beta inh	BAZ2B block
COc1ccccc1OCCSc1nnnn1-c1ccc(C)cc1	-9%	53%[activator]	-29%	-20%	-5%	-5%	-17%	-1%	41%[activator]
COCCCNC(=O)c1ccccc1N(Cc1ccccc1)S(=O)(=O)c1ccc(OC)cc1	14%	8%	-19%	-21%	11%	-2%	-9%	24%	11%
Cc1ccc(P(=O)(CC(=O)O)c2ccc(C)cc2)cc1	0%	-6%[12.7 µM]	23%	-13%	-2%	0%	-11%	-1%	-25%
O=C(c1cccc(Cl)c1)N(Cc1ccco1)C1CCS(=O)(=O)C1 (centres undefined)	21%	27%	21%	-9%	8%	1%	-8%	0%	7%
COc1ccc(-c2cc(-c3nnc(-c4ccncc4)o3)c3ccccc3n2)cc1	2%	-6%[59 µM]	15%	-25%	0%	1%	-2%	32%	12%
CC(=O)NC1C(O)C[C@@](O)(C(=O)O)OC1[C@@H](O)C(O)CO (some centres undefined)	0%	.	.	.	-3%[60.1 µM]	4%	3%	.	.
COc1ccc(-c2cccc(C(=O)NCC(=O)O)c2)cc1	-11%	?	-7%	-7%	-7%	-20%	-12%	5%	2%
Cc1c(/C(O)=C2/C(=O)C(=O)N(CCN3CCOCC3)C2c2cccs2)cnn1-c1ccccc1 (centres undefined)	0%	-40%[12.7 µM]	10%	-22%	0%	-6%	3%	0%	?
CC(C)NC(=O)CN(CCc1ccccc1)S(C)(=O)=O	1%	-5%[12.7 µM]	-22%	6%	-5%	-6%	-7%	-15%	5%
CCOc1ccc(NC(=O)CCCCCN2C(=O)[C@@H]3Cc4ccccc4CN3C2=O)cc1	15%	0%	31%[activator]	-20%	-11%	-1%	-8%	-10%	-2%
Cc1cccc(NC(=O)Cn2nnc(-c3nc(-c4ccncc4)no3)c2N)c1	.	-29%[59 µM]	21%	.	3%	-11%	-6%	56µM*	?
Clc1cccc(CSc2nnc(-c3ccccn3)n2Cc2ccco2)c1	-7%	?	0%	-2%	-15%	-3%	-20%	18%	?
CC(C)CN(C(=O)Cn1c(Cl)nc2c1c(=O)n(C)c(=O)n2C)C1CCS(=O)(=O)C1 (centres undefined)	17%	-20%	39%[activator]	-21%	-8%	.	.	.	1%
Cc1ccc2c(c1)cc1c(=O)n(Cc3cccc(Cl)c3)nc(C)n12	.	13%[59 µM]	28%	-19%	-2%	-3%	-7%	6%	1%
Cc1ccc(N2CCN(C(=O)c3c(C)oc4ncn(C)c(=O)c34)CC2)c(C)c1	.	-5%[59 µM]	4%	-8%	-6%	-6%	-8%	?	8%[57.1 µM]
COc1ccc(NC(=O)NCc2ccccn2)cc1	17%	-8%[59 µM]	0%	8%	-11%	2%	6%	24%	-4%
CC1(C)CC(NC(=O)COc2ccc3ccc(=O)oc3c2)CC(C)(C)N1	15%	-6%	24%	4%	3%	-10%	-1%	28%	-13%
CCN(CC)CCCNc1oc(-c2ccccc2[N+](=O)[O-])nc1C#N	1%	0%	?	-5%	-2%	2%	1%	1%	-24%
CCCNc1nc(NCc2ccccc2OC)c2cnn(C)c2n1	.	-27%[12.7 µM]	-6%	.	0%[60.1 µM]	-5%	-3%	-19%	?
COc1ccc2ccccc2c1CN1CCN(C(=O)c2ccccc2)CC1	-9%	?	-10%	-20%	-3%	-5%	?	-8%	-30%
O=C(CCN1C(=O)/C(=C/c2ccccc2Cl)SC1=S)Nc1cccnc1	3%	-3%	74%[activator]	-23%	-7%	-6%	-8%	0%	?
CC1CN(c2ccc([N+](=O)[O-])c(NCCOc3ccccc3)c2)CC(C)N1 (centres undefined)	40%	?	20%	-18%	-8%	0%	?	-19%	?
O=C(Nc1ccc(C2=CN(Cc3ccccc3)CCC2=O)cc1)OCc1ccccc1	-13%	.	17%	-11%	7%	.	.	.	.
CCOc1ccc(NC(=O)CSc2nnnn2CC(=O)O)cc1	14%	-18%[59 µM]	24%	-11%	-18%	-6%	6%	42%	12%
COc1ccc(C(C)(C)C)cc1NC(=O)c1ccc[n+]([O-])c1	45%	12%	16%	-20%	-9%	-2%	-4%	15%	3%
COc1cccc(CNC(=O)c2ccc(CS(=O)(=O)Cc3ccc(C)cc3)o2)c1	?	9%[59 µM]	2%	-5%	5%	-5%	-16%	30%	-17%
Cc1ccc(C2c3[nH]c4ccccc4c3CCN2C(=O)Nc2ccc(C)c(C)c2)cc1 (centres undefined)	.	1%[59 µM]	-10%	-17%	-11%[60.1 µM]	-4%	-11%	0%	?
CCOC(=O)c1sc2nc(C)n(CC(=O)Nc3cccc(Cl)c3)c(=O)c2c1C	.	11%[59 µM]	?	9%	-12%	-1%	-13%	-13%	0%
CCOC(=O)C1CCN(Cc2ccccn2)CC1	-12%	1.8µM*	.	.	.	-5%	1%	35%	50µM*
Cc1cccc(N2CCN(C(=O)CN3C(=O)NC(C)(C4CC4)C3=O)CC2)c1C (centres undefined)	-6%	56µM*	20%	-4%	-9%	.	.	.	12%

Next section; it opens with the 3 that closed the last part.
smiles	APEX1 inh	G9a inh	POLI inh	POLH inh	POLK inh	BLM helicase inh	Apoferritin bind	Pol beta inh	BAZ2B block
CCOC(=O)c1sc2nc(C)n(CC(=O)Nc3cccc(Cl)c3)c(=O)c2c1C	.	11%[59 µM]	?	9%	-12%	-1%	-13%	-13%	0%
CCOC(=O)C1CCN(Cc2ccccn2)CC1	-12%	1.8µM*	.	.	.	-5%	1%	35%	50µM*
Cc1cccc(N2CCN(C(=O)CN3C(=O)NC(C)(C4CC4)C3=O)CC2)c1C (centres undefined)	-6%	56µM*	20%	-4%	-9%	.	.	.	12%
O=c1c2ccccc2c2ccccc2c(=O)n1CC1CCCO1 (centres undefined)	-1%	17%	4%	-13%	-6%	1%	?	14%	0%
O=C(Cn1c(=O)oc2ccccc21)Nc1ccc2c(c1)OCCO2	-1%	?	10%	7%	-4%	0%	-5%	-13%	13%
O=C(OCC(=O)c1ccc[nH]1)c1ccccc1	-2%	-28%	23%	-20%	0%	-5%	-20%	-4%	.
CC1CCCN(c2ccc(C(=O)Nc3cccnc3)cc2[N+](=O)[O-])C1 (centres undefined)	-2%	50µM*	129%[activator]	-24%	-10%	-7%	?	-2%	?
Cc1sc(NC(=O)CCS(=O)(=O)c2ccccc2)c(C#N)c1C	16%	?	27%	-13%	-4%	.	.	.	3%
CCOC(=O)C(=O)c1csc(NC(=O)CCSc2ccc(C)cc2)n1	-8%	71µM*	27%	-14%	-4%	4%	?	14%	.
COc1ccc(C(C(=O)NCC2CCCO2)N(C(=O)CNC(=O)c2cccs2)c2ccc(C)cc2)cc1OC (centres undefined)	-3%	.	37%[activator]	-18%	-3%	-3%	-5%	3%	-1%
COc1ccc(S(=O)(=O)N(CC(=O)N2CCN(C)CC2)c2ccccc2)cc1OC	16%	-4%	-14%	1%	-7%	2%	-9%	-16%	6%
O=C(CN1CCOCC1)N1CCc2ccccc2C(c2ccccc2)C1 (centres undefined)	-8%	?	5%	-10%	-7%	1%	-17%	18%	-7%
O=C(CCn1cnc2ncccc2c1=O)N1CCN(c2cccc(Cl)c2)CC1	-4%	11%	24%	-5%	-8%	-3%	-2%	1%	-2%
COCCn1c(=O)c(-c2cccs2)nc2cnc(N3CCOCC3)nc21	-3%	6%[0.501 µM]	.	.	1%[60.1 µM]	6%	.	.	.
O=C(NCc1ccc(F)cc1)C(c1ccccc1)c1ccccc1	39%	10%[59 µM]	15%	-4%	9%	-5%	-5%	5%	-5%
CCc1ccc(/C(C)=N/NC(=O)CNC(=O)/C=C/c2ccccc2OC)cc1	6%	19%	11%	-14%	0%	0%	?	25%	5%
CN(c1ccccc1)S(=O)(=O)c1cccc(NC(=O)COC(=O)C2CCCCC2)c1	-6%	.	0%	3%	5%	-7%	1%	-1%	-7%
Fc1ccc(C(c2ccc(F)cc2)N2CCN(C/C=C\c3ccccc3)CC2)cc1	-4%	-1%[21.5 µM]	.	.	-7%[19.4 µM]	-10%	-15%[29.3 µM]	.	.
Cc1ccc(C)c(CSc2nnc([C@@H]3CCCN3)o2)c1	0%	-38%	-2%	7%	1%	0%	7%	-15%	?
CCOCCn1c(CN(Cc2ccccc2)Cc2ccccc2)nc2c1c(=O)n(C)c(=O)n2C	2%	-18%	26%	-23%	-13%	-10%	-11%	1%	0%
CC1CCN(Cc2c(C(=O)O)nnn2-c2nonc2N)CC1	-3%	50µM*	?	-4%	-6%	-1%	1%	-10%	?
O=C(Nc1ccccc1)c1ccsc1	4%	25%[59 µM]	-3%	-15%	1%	-4%	96%[activator]	19%	3%
CN1CCN(c2nc3c(c(=O)[nH]c(=O)n3C)n2CCSc2nc3ccccc3s2)CC1	-1%	-26%[59 µM]	26%	-17%	-4%	1%	0%	8%	3%
O[C@@H]1[C@@H]2c3cc4c(cc3CN3CCC(=C[C@@H]1O)[C@H]23)OCO4	-1%[21 µM]	20%[21.5 µM]	.	.	-7%[12 µM]	3%[21.4 µM]	0%[29.3 µM]	.	.
S=C(NCCN1CCCCC1)Nc1ccc(Br)cc1	8%	?	28%	0%	-2%	-1%	3%	5%	-4%
CC(C)[n+]1ccn(C2=C([O-])c3ccccc3C(=O)/C2=N\S(=O)(=O)c2ccccc2)c1	?	-36%[12.7 µM]	?	3%	-17%	-9%	0%	3%	-23%
O=C(NCc1ccco1)c1c[nH]c2ccc(S(=O)(=O)Nc3ccc(F)cc3F)cc2c1=O	.	?	?	50µM*	-26%	0%	?	?	.

Reprinted at random: two compounds from above
smiles	APEX1 inh	G9a inh	POLI inh	POLH inh	POLK inh	BLM helicase inh	Apoferritin bind	Pol beta inh	BAZ2B block
O=C(Nc1ccccc1)c1ccsc1	4%	25%[59 µM]	-3%	-15%	1%	-4%	96%[activator]	19%	3%
O=C(NCc1ccco1)c1c[nH]c2ccc(S(=O)(=O)Nc3ccc(F)cc3F)cc2c1=O	.	?	?	50µM*	-26%	0%	?	?	.
